Kir21 block: blocks the mouse Kir2.1 inward-rectifier potassium channel; HEK293-Kir2.1, FluxOR thallium flux fluorescence; active compounds read low; B-score at 10 µM; actives 0.85% (n = 310,000); AID 1672;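 active = fluorescence ratio B-score at or below minus 3 SD of library scores, with starting-brightness B-score within 2 SD, cut at about -4.2 in these data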;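 note: channel flux triggered by added potassium and thallium sulfate stimulus; B-score of peak minus minimum fluorescence over baseline after thallium stimulus; more negative B-score means stronger Kir2.1 block with less thallium influx; some compounds called inactive have numbers as strong as hits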
Target sequence (P35561 whole entry, looked up): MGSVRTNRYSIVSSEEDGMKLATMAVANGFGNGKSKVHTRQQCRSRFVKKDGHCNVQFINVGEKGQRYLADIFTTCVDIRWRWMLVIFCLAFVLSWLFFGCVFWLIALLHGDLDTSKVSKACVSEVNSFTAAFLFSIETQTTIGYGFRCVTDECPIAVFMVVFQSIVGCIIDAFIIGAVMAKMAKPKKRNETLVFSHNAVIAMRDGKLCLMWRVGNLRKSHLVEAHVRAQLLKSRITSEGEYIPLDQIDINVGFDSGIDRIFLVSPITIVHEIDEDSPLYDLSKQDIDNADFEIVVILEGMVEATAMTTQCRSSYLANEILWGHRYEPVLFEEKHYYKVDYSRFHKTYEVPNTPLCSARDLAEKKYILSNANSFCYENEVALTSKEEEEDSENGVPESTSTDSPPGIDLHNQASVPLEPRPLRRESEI
CHT inh: inhibitors of human choline transporter CHT. CHT-expressing cells, membrane potential dye, choline response; active compounds read low. B-score at 10 µM. actives 0.86% (n = 310,000). AID 488975;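 active = B-score over 3 SD under the library average, and starting fluorescence ratio not unusually high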;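 note: choline stimulus applied at its EC90 after an EC20 pre-addition; B-score computed on integrated fluorescence ratio after choline addition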
Target sequence (Q9GZV3 whole entry, looked up): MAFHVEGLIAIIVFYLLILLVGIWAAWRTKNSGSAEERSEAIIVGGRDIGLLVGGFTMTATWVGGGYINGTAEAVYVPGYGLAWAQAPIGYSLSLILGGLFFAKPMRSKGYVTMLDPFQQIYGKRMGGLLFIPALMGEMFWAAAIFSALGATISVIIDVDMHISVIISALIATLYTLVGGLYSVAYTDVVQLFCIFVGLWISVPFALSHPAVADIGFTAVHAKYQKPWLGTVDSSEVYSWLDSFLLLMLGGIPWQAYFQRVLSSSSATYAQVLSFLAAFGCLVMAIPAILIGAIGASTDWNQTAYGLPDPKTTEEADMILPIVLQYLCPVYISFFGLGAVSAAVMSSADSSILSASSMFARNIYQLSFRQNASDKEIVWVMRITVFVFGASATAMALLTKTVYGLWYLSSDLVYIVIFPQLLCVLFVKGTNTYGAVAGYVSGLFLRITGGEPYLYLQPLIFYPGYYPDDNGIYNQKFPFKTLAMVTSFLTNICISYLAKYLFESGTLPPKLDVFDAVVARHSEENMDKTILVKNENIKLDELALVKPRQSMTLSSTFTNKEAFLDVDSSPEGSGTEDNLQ
* hit, by the source's call; i = inactive; nt = not tested or not shown; & = joins results of further samples.

SMILES | Kir21 block | CHT inh
Cn1c(C(=O)N2CCc3ccccc3C2)cc2oc3ccccc3c21 | -0.83 | i
CSCCC(NS(=O)(=O)c1ccc(Cl)cc1)C(=O)OCC(=O)c1c(C)[nH]c2ccccc12 (stereo not given) | -0.56 | i
CN(CC(=O)NCCc1ccccn1)S(=O)(=O)c1ccc(Cl)cc1 | 1.1 | i
COc1ccc(OC)c(NS(=O)(=O)c2c(C)nc3sccn3c2=O)c1 | -0.22 | i
C/C(=N\Nc1nc2ccccc2[nH]1)c1ccc2c(c1)OCO2 | -0.07 | i
N#CC(c1ccccc1)c1cnccn1 (stereo not given) | 0.06 | i
CC1C(=O)N2CCCc3cc(NC(=O)C4CC4)cc1c32 (stereo not given) | 1.5 | i
COc1ccc(-c2coc3c(C)c4oc(=O)c(CCC(=O)O)c(C)c4cc23)cc1 | 2.5 | i
O=C(CCc1nnc2n(Cc3ccccc3)c(=O)c3ccccc3n12)NCCN1CCOCC1 | -0.66 | i
Cc1ccc(NC(=O)CCC(=O)N/N=C/c2ccc(O)cc2)cc1 | -0.38 | i
Cc1cc(C)nc(NC(=O)c2ccc(COc3ccccc3Cl)cc2)c1 | -0.2 | i
CC1CCCN(CC(O)COC(c2ccccc2)c2ccccc2)C1 (stereo not given) | -0.67 | i
C/C(=N\OCC(=O)NCC(F)(F)F)c1cc2ccccc2o1 | -0.03 | i
CCOC(=O)/C(=C\c1c[nH]c2ccccc12)NC(C)=O | -3.2 | i
O=C(O)CSC1CC(=O)N(c2ccc(Br)cc2)C1=O (stereo not given) | 0.13 | i
CC(C)=C1C2CCC1C1C(=O)N(c3nc(-c4ccc(F)cc4)c(C)s3)C(=O)C21 (stereo not given) | 0.39 | i
O=C(N/N=C/c1ccccn1)c1ccc(Br)o1 | -0.54 | i
Cc1ccc(S(=O)(=O)Cc2cn3cccnc3n2)cc1 | -2.4 | nt
Cc1ccc(Cl)cc1N1CCN(C(=O)CCCn2c(=O)c3cccn3c3cccnc32)CC1 | 0.63 | i
CC(=O)c1c(C)oc2ccc(NS(=O)(=O)c3ccc(C)cc3)cc12 | 0.06 | i
COc1cc(OC)c(C(=O)OCCCOC(=O)c2cc(OC)c(OC)cc2OC)cc1OC | 0.07 | i
O=C(NCC(O)COc1ccc([N+](=O)[O-])cc1)c1ccccc1 (stereo not given) | 1.6 | i
CC(C)(C)OC(=O)NCCCC[C@H](NC(=O)c1[nH]cnc1C(=O)N[C@@H](Cc1ccccc1)C(=O)OC(C)(C)C)C(=O)OC(C)(C)C | 0.49 | i
CCSc1nnc(NC(=O)C2(C)Cc3ccccc3C(=O)O2)s1 (stereo not given) | -0.69 | i
Cc1cccc(-c2nc(CS(=O)CC(=O)N3CC(C)CC(C)C3)c(C)o2)c1 (stereo not given) | 0.21 | i

Continued.
SMILES | Kir21 block | CHT inh
N#C/C(=C\Nc1ccc2c(c1)OCCO2)C(=O)NCc1ccco1 | -0.59 | i
CN1CCN(c2ccc([N+](=O)[O-])cc2S(=O)(=O)N2CCOCC2)CC1 | 2.3 | i
Cc1cc(OCCCC(=O)NNC(=O)c2ccncc2)ccc1Cl | 0.88 | i
CC(C)(C)C(=O)Nc1ccccc1C(=O)NCCCn1ccnc1 | -0.53 | i
Cc1ccc(-c2nnc(CSc3nnc(COc4ccccc4)n3-c3ccc(C)cc3)o2)cc1 | 0.63 | i
COCCCn1c(SCC(=O)NC2CCCC2)nnc1-c1ccncc1 | -1.6 | i
COc1ccc(-n2cnnc2SCC(=O)NCc2cccs2)cc1 | -1.5 | i
COc1ccc2cc(CN(CCc3ccccc3)Cc3nnnn3CC3CCCO3)c(=O)[nH]c2c1 (stereo not given) | -1.8 | i
Cc1cc(=O)[nH]c(SCC(=O)NNC(=O)Cc2ccccc2)n1 | 0.25 | i
O=C1N/C(=N/N=C/c2ccccc2)SC1(c1ccccc1)c1ccccc1 | -1.9 | i
CN1C(=O)C2C=CC1C1C(=O)N(c3ccccc3)C(=O)C21 (stereo not given) | 0.01 | i
Cc1ccc(C)c(Oc2coc3cc(OCC(=O)Nc4ccccc4C(C)C)ccc3c2=O)c1 | 0.03 | i
Nc1ccn([C@H]2C[C@H](O)[C@@H](CO)O2)c(=O)n1 | -0.68&0.1 | i
COc1ccc(CNC(=O)COc2cccnc2[N+](=O)[O-])cc1 | -0.11 | i
Cc1cc(C)n(CNc2nc(C(F)(F)F)cs2)n1 | -1.1 | i
COc1ccc(-c2nc(CSCC(=O)N3CCN(C)CC3)c(C)o2)cc1OC | 0.75 | i
O=C(COc1ccc(F)cc1Br)NCc1ccccn1 | 1.6 | i
O=S(=O)(Nc1ccc2ccccc2n1)c1ccc2c(c1)CCO2 | 0.97 | i
Cc1ccccc1N1C(=O)CSC1=C(C#N)C#N | 0.03 | i
CNC(=O)c1cc(C(=O)c2ccc(C(F)(F)F)cc2)c[nH]1 | 1.6 | i
COCCC1CCCCN1C(=O)c1ccc2nc(Cc3ccccc3F)oc2c1 (stereo not given) | -1.8 | i
CCOc1ccc(Nc2nc(N)c([N+](=O)[O-])c(N3CCN(C)CC3)n2)cc1 | -0.18 | i
COc1ccccc1N1CCN(C2CCCN(S(=O)(=O)c3ccc(C)cc3)C2)CC1 (stereo not given) | 1 | i
CCOC(=O)/C(C#N)=C/c1cn(CCOc2ccccc2)c2ccccc12 | -0.6 | i
CC(C)/C=C1\CC/C(=C\c2cccnc2)C1=O | 1.4 | i

Gathered by group: the entries above with a Cl atom (5)
SMILES | Kir21 block | CHT inh
CSCCC(NS(=O)(=O)c1ccc(Cl)cc1)C(=O)OCC(=O)c1c(C)[nH]c2ccccc12 (stereo not given) | -0.56 | i
CN(CC(=O)NCCc1ccccn1)S(=O)(=O)c1ccc(Cl)cc1 | 1.1 | i
Cc1cc(C)nc(NC(=O)c2ccc(COc3ccccc3Cl)cc2)c1 | -0.2 | i
Cc1ccc(Cl)cc1N1CCN(C(=O)CCCn2c(=O)c3cccn3c3cccnc32)CC1 | 0.63 | i
Cc1cc(OCCCC(=O)NNC(=O)c2ccncc2)ccc1Cl | 0.88 | i

The main list resumes, repeating the two entries before the break.
SMILES | Kir21 block | CHT inh
CCOC(=O)/C(C#N)=C/c1cn(CCOc2ccccc2)c2ccccc12 | -0.6 | i
CC(C)/C=C1\CC/C(=C\c2cccnc2)C1=O | 1.4 | i
COc1cccc(-n2c(SCC(=O)Nc3nccs3)nnc2-c2ccoc2C)c1 | 0 | i
O=C(CCSc1ccc(Cl)cc1)N1CCOCC1 | 1.5 | i
COc1ccccc1NC(=O)CCS(=O)(=O)c1ccc2c(c1)oc(=O)n2C | 1.6 | i
Cc1cc2c(cc1S(=O)(=O)N1CCN(c3ccccc3)CC1)OCC(=O)N2 | -1.1 | i
COc1ccc(-c2cc3c(=O)n(CC(=O)NCCN4CCCC4)nc(C)n3n2)cc1 | 0.86 | i
O=C(N1CCCCC1)N1CCC(c2nc3ccccc3[nH]2)CC1 | -0.01 | i
O=C(NCCS(=O)(=O)c1ccc(Br)cc1)c1c(F)cccc1F | 0 | i
O=C(NC1CCCCC1)C(c1ccccc1)N(Cc1ccco1)C(=O)c1csnn1 (stereo not given) | -0.03 | i
O=C(O)CCCCCCNS(=O)(=O)c1ccccc1 | -0.14 | i
CCOc1cc(/C=N/NC(N)=O)ccc1OC(=O)c1ccc(C)cc1 | -1.1 | i
NC(=O)[C@@H]1CCCNc2c(I)cc([N+](=O)[O-])cc2C(=O)N[C@@H](CCC(=O)O)C(=O)N[C@@H](CO)C(=O)N1 | nt | i
Cc1ccc(C(=O)NN=C2CCCCCC2)s1 | 0.96 | i
COC(=O)C(C(=O)OC)c1ccccc1[N+](=O)[O-] | -1.6 | i
Cc1ccc(OS(=O)(=O)c2cn(C)c(=O)n(C)c2=O)cc1C | 0.98 | i
O=C(c1cnn(C(=O)c2ccccc2)c1)c1ccccc1O | 0 | i
CCCn1c(-c2cccnc2Cl)nc2cc(Cl)c(Cl)cc21 | -3.6 | i
Nc1nc2n(n1)C(c1cccs1)CC(c1ccc(F)cc1)N2 (stereo not given) | -1.5 | i
COc1ccc(/C=N/Nc2nc(C)cc(-c3ccccc3)n2)c(OC)c1 | 0.18 | i
CC(C)C[C@H](NC(=O)N1CC(=O)Nc2ccccc21)C(=O)N[C@H](Cc1ccccc1)C(=O)O | 0.23 | i
Cc1cc(C)c2cc(CN(CCCN(C)C)C(=S)NCc3ccccc3)c(=O)[nH]c2c1 | -3.3 | i
CC(=O)Nc1ccc(OCC(O)Cn2nc(C)c(C)c2C)cc1 (stereo not given) | 0.06 | i
Cc1cc2ccccn2c1C(=O)c1ccc(F)cc1 | -0.52 | i
CN1CCN(CC(=O)Nc2nc(-c3c[nH]c4ccccc34)cs2)CC1 | -2.4 | -5.4*
CCn1c(=O)n(CC(=O)Nc2cccc(OC)c2)c(=O)c2ccccc21 | nt | i
O=C(O)CCCC(=O)N1N=C(c2c(-c3ccccc3)c3cc(Cl)ccc3[nH]c2=O)CC1c1cccs1 (stereo not given) | 1.5 | i

(further entries)
SMILES | Kir21 block | CHT inh
Cc1ccc(C)c(S(=O)(=O)Nc2ccc(O)c(C(=O)O)c2)c1 | -0.1 | i
C/C(=N\NC(=O)COc1ccc(C)cc1C(C)C)c1cc2ccccc2o1 | 1.1 | i
O=C(NCC1(N2CCCCC2)CCCCC1)c1ccc(NS(=O)(=O)c2ccc(F)cc2)cc1 | 1.4 | i
COc1ccccc1C1C=C(c2ccc(Cl)cc2)Nc2nc(N3C(=O)CCC3=O)nn21 (stereo not given) | nt | i
O=C(NCCN1CCOCC1)N1c2ccccc2Sc2ccccc21 | 0.53 | i
CCc1cc(/C(Cc2ccccn2)=N\O)c(O)cc1O | -5.6* | i
Cc1cccc(Oc2sc(C(=O)c3ccccc3)c(N)c2C#N)c1C | -1 | i
CCCn1c(=N)n(CC(O)COc2ccc(C)cc2)c2ccccc21 (stereo not given) | -3.9 | i
COC(=O)C1Cc2c([nH]c3ccccc23)C(C)N1 (stereo not given) | 1.2 | i
COc1ccccc1Cc1nnc(NC(=O)C2CCN(C(=O)c3ccco3)CC2)s1 | 3.1 | i
S=C(NC12CC3CC(CC(C3)C1)C2)N1CCOCC1 | 1 | i
CCOc1ccc(NC(=O)N2CCCC2C(=O)NCC2CCCO2)cc1 (stereo not given) | -0.47 | i
Fc1ccc(C2=Nc3cccc4cccc(c34)N2)cc1 | -0.07 | i
CCn1c(=NC(=O)CN2C(=O)CCC2=O)sc2c(OC)ccc(OC)c21 | 0.05 | i
COC(=O)CNC(c1ccccc1Cl)c1cc(Br)ccc1NS(=O)(=O)c1ccc(C)cc1 (stereo not given) | -1.8 | i
COc1ccc(CCN2CC(C(=O)NCCN3CCNC3=O)CCC2=O)cc1 (stereo not given) | 0.36 | i
Cc1ccc(NC(=O)NN(C)c2c(Cl)c(Cl)nn2C)cc1 | -0.46 | i
COc1cc(-c2nnc(SCC(=O)Nc3ccc4c(c3)OCCO4)o2)cc(OC)c1OC | 2.2 | i
O=S(=O)(c1cccc2cccnc12)N1CCN(Cc2ccc3c(c2)OCO3)CC1 | -0.55 | i
COc1ccc(S(=O)(=O)N2CCOCC2)cc1NC(=O)c1ccc(Cl)cc1 | 0.68 | i
CC(C)C(=O)NNS(=O)(=O)c1ccccc1[N+](=O)[O-] | -0.59 | i
C[S+](CC[C@H](N)C(=O)O)C[C@H]1O[C@@H](n2cnc3c(N)ncnc32)[C@H](O)[C@@H]1O (stereo not given in full) | nt | i
Cc1cc(Br)ccc1N=C1C(=O)Nc2ccccc21 | -0.08 | i
COc1ccc(NC(=O)Nc2cccnc2)c(OC)c1 | -0.8 | i
Cc1noc(C)c1C(=O)N1CCc2ccccc21 | -2.1 | i

Profiles from above. Screens in order: Kir21 block | CHT inh
Shown for Cc1cccc(Oc2sc(C(=O)c3ccccc3)c(N)c2C#N)c1C = -1 | i
Shown for CCCn1c(=N)n(CC(O)COc2ccc(C)cc2)c2ccccc21 (stereo not given) = -3.9 | i
Shown for Cc1ccc(NC(=O)NN(C)c2c(Cl)c(Cl)nn2C)cc1 = -0.46 | i

Remaining list, next part:
SMILES | Kir21 block | CHT inh
CCCCC(=O)Nc1cccc(NC(=O)C(C)C)c1 | -2.4 | i
Cc1cccc(NC(=O)C[n+]2ccc(N(C)C)cc2)c1 | 0.74 | i
COc1ccc(-c2n[nH]c3c2C(c2ccc(OC)c(OC)c2)N(c2ccccc2)C3=O)cc1 (stereo not given) | -0.23 | i
O=S(=O)(Nc1ccc2c(c1)OCO2)c1cccs1 | 0.57 | i
S=C(NCCc1ccccc1)Nc1ccc(N2CCCCC2)cc1 | -1.1 | i
COCCOC(=O)C1=C(C)NC2=C(C(=O)CCC2)C1c1ccc2c(c1)OCO2 (stereo not given) | 0.84 | i
O=C(Nc1ccc(F)cc1)N1CCCN(c2ccc(C(F)(F)F)cn2)CC1 | -0.41 | i
COc1ccccc1N=NC1=C(O)CC(C)(C)CC1=O | 1.1 | -5.5*
O=C(NCC1CCN(C(=O)c2ccc([N+](=O)[O-])cc2)CC1)C(=O)Nc1ccccc1 | -0.2 | i
CCOC(=O)C1=C(C)N(CCCC(=O)O)C(=O)NC1c1cc2ccccc2c2ccccc12 (stereo not given) | 0.11 | i
CC(OC(=O)c1ccc(Cl)nc1)C(=O)NC1(C#N)CCCCC1 (stereo not given) | -1.7 | i
CCCn1c(SCC(=O)Nc2cc(S(=O)(=O)N3CCOCC3)ccc2OC)n[nH]c1=O | 1.8 | i
Cc1ccc(C)c(S(=O)(=O)N2CCN(C(=O)C3CC3C)CC2)c1 (stereo not given) | 0.59 | i
O=[N+]([O-])c1ccc(C2=NN(c3ccccc3)C(c3ccco3)C2)cc1 (stereo not given) | -12 | nt

From PubChem BioAssay
